HIF activator = HIF pathway transcriptional activation. U2OS HRE-luciferase reporter, luminescence; normalized: DMSO 0%, desferrioxamine 100%. activation, % at 7.5 µM (by protocol). actives 0.32% (n = 300,000). AID 1910;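 active means mean activation of at least 10% of the iron chelator positive control signal, with at least half of replicates also reaching 10%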
aSyn 5UTR inh = MLPCN primary screen, SNCA 5' untranslated region; actives 0.82% (n = 300,000); inhibition, % (tested at 7.5 µM); alpha-synuclein 5'UTR reporter, inhibitor activity; AID 1813; in the data active means inhibition above about 60%;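 further: H4 neuroglioblastoma cells stably carrying SNCA 5'UTR luciferase fusion; 0% = DMSO wells and 100% = positive control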
KLF5 inhibitor = kruppel-like factor 5 inhibition; DLD-1 KLF5 promoter-luciferase reporter, luminescence; inhibition, % at 5 µM; actives 0.23% (n = 290,000);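 active means inhibition above a per-plate limit of that plate's mean compound inhibition plus 3 SD, cut at about 60% in these data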;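 further: 0% = DMSO wells and 100% = LY294002 at 200 µM; higher means less KLF5 promoter-driven luciferase light; inactives centre near -14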
IEC-6 cytotox = counter-screen for KLF5 inhibitors: cytotoxicity in IEC-6 cells; IEC-6 cytotoxicity, luminescence viability; inhibition, % at 5 µM; actives 0.78% (n = 290,000); AID 1825; in the data active means inhibition above about 22%;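 further: 0% = plate median of test compound wells and 100% = cytotoxic reference compound wells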
HSP90 refold inh = HSP90 refolding inhibition in rabbit reticulocyte lysate | AID 1789 | luciferase refolding luminescence, 3 h | actives 0.91% (n = 290,000) | inhibition, % at 5.6 µM;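 active means inhibition above the screen-wide mean plus 3 SD, computed separately per campaign, cut at about 16% in these data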;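 further: 0% = DMSO wells and 100% = 60 µM geldanamycin wells; inhibitors lower the luminescence because luciferase stays unfolded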
HSF1 inh = HSF1 inhibition; NIH3T3-HGL HSE-luciferase, MG132-induced, luminescence 8 h; stronger effect = lower value; activity change, negative = inhibition, % at 7.5 µM (by protocol); actives 0.77% (n = 300,000);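 active means more than half of replicate wells show activity change below -50%, luminescence cut by over half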;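 further: luciferase reports HSF-1 transcriptional activity via heat shock element; 0% = median of DMSO wells and -100% = zero luminescence signal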
AI-2 QS mod = modulates the Vibrio harveyi AI-2 quorum sensing system. activity change, % at 7.5 µM. actives 0.4% (n = 300,000). Vibrio harveyi JMH597 AI-2 luminescence/OD600 ratio, 9 h; stronger effect = lower value; strain lacks LuxN and CqsS sensors; 0 = neutral-control median; in the data active means activity change below about -75%, passing the limit was not always enough;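 further: luminescence divided by OD600 gain over 9 h not by final OD600 alone; inactives centre near 13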
Platelet DG rel = modulates dense granule release in human platelets. human platelet-rich plasma, SFLLRN dense granule ATP release, luminescence. inhibition, %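 (compounds screened at 7.5 µM in platelet-rich plasma)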. actives 0.22% (n = 300,000);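 active means mean replicate score, as percent of positive control, at or above 50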
HSF1 activator = increases HSF-1 driven luciferase reporter signal. AID 504408. NIH3T3-HGL HSF-1 luciferase reporter, MG132, 8 h; 100% = twice DMSO control signal. actives 1.7% (n = 300,000). activation, % at 9 µM;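 active means mean replicate activation of at least 50% with a set share of replicates each reaching 50%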;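 further: 0% = median of the neutral control wells and 100% = twice that signal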
HDAC3 inh = inhibitors of human histone deacetylase 3. recombinant HDAC3, fluorogenic peptide/trypsin coupled, fluorescence. inhibition, % at 8.3 µM. actives 0.15% (n = 320,000). AID 2718; in the data active means inhibition above about 26%, passing the limit was not always enough
Target sequence (O15379 whole entry, looked up): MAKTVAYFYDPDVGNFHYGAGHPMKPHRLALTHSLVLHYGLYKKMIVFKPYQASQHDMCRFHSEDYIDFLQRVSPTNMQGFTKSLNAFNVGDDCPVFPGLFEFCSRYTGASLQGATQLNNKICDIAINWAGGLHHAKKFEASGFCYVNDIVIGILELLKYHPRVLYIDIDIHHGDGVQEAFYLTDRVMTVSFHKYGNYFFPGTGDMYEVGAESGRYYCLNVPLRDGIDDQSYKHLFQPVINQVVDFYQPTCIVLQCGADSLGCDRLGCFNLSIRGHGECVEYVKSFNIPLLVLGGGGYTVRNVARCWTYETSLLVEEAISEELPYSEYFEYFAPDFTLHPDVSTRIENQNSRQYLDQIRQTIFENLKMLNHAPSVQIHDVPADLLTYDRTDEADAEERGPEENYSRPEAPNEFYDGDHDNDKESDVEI
Starred values were filed as active, the others as inactive; . = not tested or not shown.

Each structure is followed by: HIF activator	aSyn 5UTR inh	KLF5 inhibitor	IEC-6 cytotox	HSP90 refold inh	HSF1 inh	AI-2 QS mod	Platelet DG rel	HSF1 activator	HDAC3 inh
Cc1cc(C)n(-c2ccc(NC(=O)C3CCCCN3Cc3cccc4c3OCO4)cc2)n1 (stereo unspecified)
 : -17	-22	-33	10	-2	-3	14	-9	-5	.
CN(Cc1cccc(Cl)c1)C(=O)C1CSC2(C)CCC(=O)N12 (stereo unspecified)
 : -0.2	7	-18	-6	0	-4	0	0	0	0
CC(=O)N1CCC(Nc2ccc(C)cc2)CC1
 : 0.0	-5	5	-3	1	0	20	-3	-9	4
CCN1C(=S)SC(=O)C1=C1C=C(C)OC(C)=C1
 : 1.3	-97	-7	2	5	0	18	-1	9	-8
COC(=O)c1ccc(COc2ccccc2/C=N/O)o1
 : 0.4	3	-13	1	-1	13	20	-27	8	1
CC1CCN(C(=O)Cn2nnc(-c3ccc(C(C)C)cc3)n2)CC1
 : -0.2	-1	-42	-7	-4	2	-49	-3	-2	3
CC1=NN(c2ccccc2)C(=O)/C1=C\c1cc(C)n(-c2ccccc2)c1C
 : 2.4	-82	-43	25*	3	0	17	-15	29	8
CCOC(=O)c1ccc(NC(=S)N(CCCN(CC)CC)Cc2ccco2)cc1
 : -0.5	-16	22	-7	3	-1	14	1	-7	2
COc1ccc(C2=NOC(C(=O)N(C)Cc3ccccc3)C2)cc1 (stereo unspecified)
 : 0.4	-8	-10	-2	3	7	3	-1	4	-2
Cc1ccc(/C=N/NC(=O)CNC(=O)c2ccc(S(=O)(=O)N(C)C)cc2)o1
 : 0.0	-33	10	3	-3	-5	7	8	6	4
CCC(=O)N1CCN(c2ccccc2NC(=O)COc2ccccc2Cl)CC1
 : 0.4	9	-2	0	4	-7	12	-5	-5	4
COc1ccc(S(=O)(=O)Nc2ccc(C)cn2)cc1
 : -0.5	2	-22	-5	-1	-3	.	7	-11	-6
COc1cccc(/C=C/C(=O)OCC(=O)Nc2nnc(-c3ccccc3)o2)c1
 : -13	-3	.	.	.	4	30	2	1	-2
CCOc1ccc(NC(=O)CNC(=O)c2ccc([N+](=O)[O-])cc2)cc1
 : -0.8	10	-33	1	0	-4	23	0	-1	-3
C=CCn1c(N2CCCC2)nc2c1c(=O)n(C)c(=O)n2C
 : -23	13	-45	3	7	-23	49	-8	-33	-1
NNC(=O)c1ncoc1-c1ccc(Cl)cc1
 : 0.6	9	5	-2	0	1	9	19	9	-3
COc1cc2cc(C(c3nnnn3C3CCCC3)N3CCCCCC3)c(=O)[nH]c2cc1OC (stereo unspecified)
 : 0.1	16	-3	4	0	-9	15	7	-6	-5
COc1ccccc1NC(=O)CSc1nnc(CCNC(=O)c2ccc(C)cc2)n1C
 : -0.2	-9	-20	-12	0	4	27	4	1	3
CCc1ccc(NC(=O)CS(=O)CC(=O)NCC2OCCc3ccccc32)cc1 (stereo unspecified)
 : -1.1	-2	-15	-2	4	-3	39	4	3	-2
O=P(O)(O)c1ccccc1OCCCCCOc1ccccc1P(=O)(O)O
 : 0.4	4	-3	3	0	-4	7	-21	14	-4

Continued, overlapping the part above by 3 compounds.
Each structure is followed by: HIF activator	aSyn 5UTR inh	KLF5 inhibitor	IEC-6 cytotox	HSP90 refold inh	HSF1 inh	AI-2 QS mod	Platelet DG rel	HSF1 activator	HDAC3 inh
COc1ccccc1NC(=O)CSc1nnc(CCNC(=O)c2ccc(C)cc2)n1C
 : -0.2	-9	-20	-12	0	4	27	4	1	3
CCc1ccc(NC(=O)CS(=O)CC(=O)NCC2OCCc3ccccc32)cc1 (stereo unspecified)
 : -1.1	-2	-15	-2	4	-3	39	4	3	-2
O=P(O)(O)c1ccccc1OCCCCCOc1ccccc1P(=O)(O)O
 : 0.4	4	-3	3	0	-4	7	-21	14	-4
COC(=O)c1c(-c2ccccc2)csc1N1C(=O)Nc2ccccc2N1O
 : 0.4	-34	-19	-6	-2	18	42	-11	45	1
COc1ccc(C(=O)Nc2cccc(C(C)=O)c2)cc1OC
 : 1.1	-71	-45	11	1	11	4	19	0	0
O=[N+]([O-])c1ccc2c(c1)C(O)n1ncnc1S2 (stereo unspecified)
 : -0.2	9	3	-10	4	7	26	-1	3	0
CC(C)CC(=O)NC(c1ccccc1)c1c(O)ccc2ccccc12 (stereo unspecified)
 : 2.7	-16	-47	1	3	11	17	-2	37	-5
Cc1cc(C(=O)CSc2nnnn2C)c(C)n1Cc1ccco1
 : 1.7	-109	-75	-2	3	19	12	4	49	-1
CCOc1ccc(NC(=O)CCn2c(=S)oc3ccccc32)cc1
 : 1.0	17	-8	5	-1	2	-8	2	17	3
COc1cc(OC)cc(C(=O)NCCSC2CCCCC2)c1
 : 0.5	4	-17	0	-3	-1	22	0	-4	-5
COc1ccc(C(=O)Nc2ccc(S(=O)(=O)Nc3cc(C)nc(C)n3)cc2)cc1
 : -0.2	4	-24	4	4	1	24	0	24	5
Cc1c(NC(=O)Nc2cccc(F)c2)c(=O)n(-c2ccccc2)n1C
 : -0.1	5	-18	-3	-3	2	20	8	3	-4
O=C(CCNS(=O)(=O)c1ccc2[nH]c(=O)oc2c1)NCc1ccc(F)cc1
 : 0.5	2	9	-1	0	-1	26	-13	-3	1
CCOC(=O)c1ccc(CNCc2ccc(C)cc2)cc1
 : 0.5	-29	21	8	-3	-3	20	-11	15	2
Cc1ccc(C2CC(=O)C=C(Nc3ccc(Cl)cc3)C2)cc1 (stereo unspecified)
 : 0.0	10	-15	-4	-2	-7	16	16	-1	-1
COc1ccc(C(=O)NCC(=O)N/N=C(C)\C=C\c2ccccc2)cc1OC
 : -0.1	35	-13	-2	-4	5	5	0	1	10
COc1ccc(-c2cc(C(F)(F)F)nc(S(=O)(=O)CCCC(=O)Nc3cc(C)on3)n2)cc1OC
 : 12*	-3	-30	1	0	226	44	-1	223*	.
Cn1cccc1/C=C(/C#N)c1ccc(F)cc1
 : 0.3	-4	-4	5	1	9	-1	10	12	3
COc1ccc(CCNC(=O)CN(c2ccc(OC)c(OC)c2)S(=O)(=O)c2ccc(C)cc2)cc1
 : -0.7	-5	18	4	-1	0	0	-4	15	7
O=C(/C=C/c1ccco1)N(Cc1cccc(Cl)c1)C1CCS(=O)(=O)C1 (stereo unspecified)
 : -0.2	7	-9	-6	-7	3	1	-14	11	1
COc1ccc(C(=O)NC2CC3CCCC(C2)N3Cc2ccccc2)cc1 (stereo unspecified)
 : 2.1	-14	-12	2	10	-4	17	18	8	0
O=C(CSc1ccc2c(c1)OCCO2)NCCN1C(=O)CSC1=O
 : 0.2	-23	6	5	2	-3	15	2	3	5
COc1cccc(COc2ccc3c(C)c(Cc4ccccc4)c(=O)oc3c2)c1
 : 2.2	-67	-30	-6	1	15	16	-3	31	-11
Cc1ccc(Cn2nnnc2CN2CCC(NC(=O)c3ccccc3F)CC2)cc1
 : -0.1	16	-12	-5	0	-1	-2	2	17	-7
COc1ccccc1C(=O)NCC(c1cccnc1)N(C)C (stereo unspecified)
 : 0.2	14	-40	2	-1	-3	23	0	1	5
Cc1cc(C)n(-c2nc3sc4c(c3c(=O)[nH]2)CCCC4)n1
 : -0.3	32	-13	1	5	-12	27	1	-7	7
COc1ccc(NC(=O)COc2nsnc2N2CCOCC2)c(OC)c1
 : 0.2	0	-12	0	-1	-6	15	-3	-17	-2
CCOC(=O)c1nn(-c2ccc(C)c(Cl)c2)c(=O)c(C#N)c1C
 : 0.4	-16	-15	8	-1	-5	4	-2	16	-14
Cc1cccc(NC(=O)CCCCC(=O)Nc2cccc(C)c2)c1
 : -0.5	-4	.	.	.	-12	1	-1	18	-7
NS(=O)(=O)OCCCCCc1ccccc1
 : 0.3	-9	-10	-1	-4	0	5	5	8	14
O=C(CN1CCN(CC(=O)Nc2ccc(Cl)cc2)CC1)Nc1ccc(F)cc1
 : 0.5	25	-13	-3	0	-2	2	6	10	0
CC(Oc1ccccc1F)C(=O)NNC(=O)c1cc2ccccc2o1 (stereo unspecified)
 : -0.5	-18	-29	-2	1	4	10	-7	7	-2
COc1ccccc1-n1cc([C@@H]2C[C@H]3CN(c4ccccc4)C(=O)[C@]34CCCN24)cn1
 : 3.2	-362	-17	-2	4	3	0	3	-9	4
COc1ccc(-c2cc(C(F)(F)F)n3nc(C(=O)NCc4ccco4)c(Cl)c3n2)cc1
 : 0.0	-18	7	2	-1	1	25	1	20	2
NS(=O)(=O)c1cnccc1Nc1ccc(Cl)cc1
 : 0.1	20	-13	3	-6	-3	6	12	20	-2
COCCn1nnnc1C(c1ccccn1)N1CCN(c2cccc(C)c2C)CC1 (stereo unspecified)
 : -0.2	14	-14	-1	-1	1	40	-8	13	-5
CC(C)(C)/C(Cn1cncn1)=N\OC(=O)Nc1ccc(Cl)cc1
 : 0.4	-19	-18	3	2	15	13	-3	41	-5
O=C(NCCCN1CCCC1)C1CCN(C(=O)c2cc3sccc3n2Cc2ccc(F)cc2)CC1
 : 0.2	-5	23	1	1	7	16	-2	15	1
CCOC(=O)c1c(C)[nH]c(C)c1C(=O)COC(=O)CNC(=O)C1CCCCC1
 : 0.4	10	-16	-4	-1	2	6	-9	-7	-1
COc1ccc(C)cc1S(=O)(=O)n1cnc2ccccc21
 : 0.8	-15	-22	4	1	1	.	5	-7	8
Cc1cc(C)n(-c2ccc3cccc(NS(C)(=O)=O)c3n2)n1
 : 52*	90*	2	-1	-4	-4	19	-7	-19	-6
Cc1ccc(-c2csnn2)cc1
 : -1.1	-3	11	1	4	6	-10	-6	1	-1
CCOc1ccc(NC(=O)CSc2nnc(Cn3cnc([N+](=O)[O-])n3)n2C)cc1
 : 0.2	8	8	-10	-5	-1	25	-17	-6	.
Cc1ccc(-c2nnn(CC(=O)N(CC(=O)NC3CCCC3)c3ccccc3F)n2)o1
 : 0.9	21	-26	5	1	1	5	0	25	.
Cc1cccc(C2(c3cccc(C)c3)CC2C(=O)NCC2CCCO2)c1 (stereo unspecified)
 : .	3	-10	-3	2	.	3	-3	.	-3
Cn1c2ccccc2c2n[nH]c(=S)nc21
 : 0.7	17	-5	7	-3	7	20	16	4	5
O=C(Cn1cnc2ccccc21)N/N=C/c1ccccn1
 : -0.7	-9	-6	-3	0	-5	8	5	3	6
O=c1[nH]c(-c2ccccc2)c(-c2ccccc2)[nH]1
 : -0.8	-19	-28	1	3	-4	6	1	-14	-63
COC(=O)c1c(NC(=O)COC(=O)CCc2ccc(S(=O)(=O)N3CCOCC3)cc2)sc2c1CCC2
 : -0.5	-19	-2	0	-2	-8	20	11	1	4
CCC[N+]1(CC#CC2(O)CCCCC2)CCOCC1
 : 0.4	8	-35	-2	-3	-8	10	-1	-3	5
CCN(CC)CCN(Cc1cc2cc3c(cc2[nH]c1=O)OCCO3)C(=S)NCCCOC
 : -0.4	-10	-2	1	-1	-2	-6	7	19	-4
Cc1cc(C)n2nc(SCC(=O)Nc3ccc(O)cc3)nc2n1
 : 0.0	2	-17	0	-3	-3	12	7	-3	3
Cn1cc(CN2CCCC(C(=O)c3cccs3)C2)c(-c2cccc(Cl)c2)n1 (stereo unspecified)
 : 0.2	6	-31	-1	5	13	9	3	18	1
Cc1cc(C)n2nc(C(=O)OC(C)C(=O)c3ccccc3)nc2n1 (stereo unspecified)
 : 0.1	-2	.	.	.	-7	11	-5	5	1
O=C(NCCCN1CCOCC1)c1ccc(N2CCCC2)c([N+](=O)[O-])c1
 : -0.2	18	-37	5	0	2	29	5	-1	-9
C/C(=N\NC1=NCCN1)c1ccc(Cl)cc1
 : -0.4	-3	1	2	3	0	17	6	24	-2
